Siah-1 displacement = Siah-1 peptide-binding antagonists, primary screen, biochemical, fluorescence polarization, rhodamine-plectin, uHTS (AID 1817); hit rate 0.02% among 290,000; Siah-1 / rhodamine-plectin peptide fluorescence polarization; higher % means a stronger effect; displacement, % at 20 µM; hits with a dose series show IC50 in µM;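 active means displacement of at least 50% at 20 µM, with a fluorescence ratio check between 0.3 and a set limit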;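 further: plate controls were Siah plus tracer with DMSO for no effect and tracer alone without Siah for full effect; strong numbers were not always called active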
Salmonella PhoP GFP = PhoP-dependent GFP reporter repression – Salmonella Typhimurium, primary screen (AID 1863); S. Typhimurium PhoP-regulated promoter GFP reporter, 4 h; higher % means a stronger effect; one-dose inhibition, % at 50 µM; IC50 in µM for titrated hits; hit rate 0.16% among 300,000;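 active means inhibition over 29.93%, a cutoff 3 SD above the screen mean, later confirmed by dose response; inconclusive means inhibition over 29.93% but no dose response follow-up; inactive means inhibition at most 29.93% or unconfirmed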;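 further: 0% = low Mg2+ inducing control and 100% = high Mg2+ repressing control; strong numbers were not always called active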
GPR35 arrestin U2OS = GPR35 antagonists blocking zaprinast-driven arrestin recruitment, primary screen, imaging, U2OS, beta-arrestin-GFP, zaprinast agonist (AID 2058). U2OS GPR35 beta-arrestin-GFP translocation imaging, zaprinast antagonism; higher % means a stronger effect. one-dose inhibition, % at 10 µM; IC50 in µM for titrated hits. hit rate 0.052% among 290,000;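 active means inhibition of at least 50% with at least 30 cells and total cytoplasm GFP at most 10,000,000; inconclusive means under 30 cells or total GFP of 10,000,000 plus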
NTR1 ag = NTR1-driven beta-arrestin-GFP spot formation – imaging, U2OS cells, high content, primary screen (AID 493036); activation, % at 20 µM; agonist mode; hit rate 0.17% among 330,000; P30989;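 active means activation at or above 40% of the spot to cytoplasm intensity ratio, with at least 20 cells analyzed; inconclusive means wells under 20 cells, flagged as cytotoxic or low count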;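 further: 0% = DMSO without peptide and 100% = 100 nM NTR1 peptide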
Target sequence (P30989 whole entry, looked up): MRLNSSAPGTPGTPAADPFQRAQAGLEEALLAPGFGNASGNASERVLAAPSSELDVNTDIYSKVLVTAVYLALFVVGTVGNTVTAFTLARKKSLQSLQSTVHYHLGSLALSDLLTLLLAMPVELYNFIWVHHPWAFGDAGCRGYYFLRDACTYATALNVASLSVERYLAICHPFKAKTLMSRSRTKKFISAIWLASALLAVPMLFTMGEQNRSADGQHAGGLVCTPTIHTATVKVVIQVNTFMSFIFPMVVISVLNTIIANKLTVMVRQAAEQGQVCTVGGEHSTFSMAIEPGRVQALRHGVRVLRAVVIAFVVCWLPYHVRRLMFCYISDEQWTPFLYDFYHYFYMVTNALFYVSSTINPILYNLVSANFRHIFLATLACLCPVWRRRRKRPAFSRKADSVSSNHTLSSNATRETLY
LYP inhibition = PTPN22 lymphoid phosphatase activity blockers – biochemical, fluorescence intensity, uHTS (AID 1779); recombinant LYP phosphatase, fluorescence intensity; higher % means a stronger effect; inhibition, % at 11.5 µM, or IC50 in µM where a hit was titrated; hit rate 0.054% among 290,000; in the data active means inhibition above about 50%;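 further: plate controls were vehicle with enzyme for no effect and no enzyme for full effect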
MgcRacGAP inhibition = MgcRacGAP GTPase-activating activity inhibitors, confirmation, biochemical, ADP Hunter fluorescence; MgcRacGAP-stimulated Rac1 GTP hydrolysis, ADP Hunter fluorescence; higher % means a stronger effect; GST-tagged Rac1 F28L mutant substrate; inhibition, % at 30 µM, or IC50 in µM where a hit was titrated; hit rate 0.6% among 340,000; AID 624330;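 active means first-screen hits whose inhibition reached a set limit at any dose in the follow-up dose series; inconclusive means inhibition above the set first-screen limit but never retested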;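 further: fluorescence reports GDP produced by GAP-driven GTP hydrolysis; strong numbers were not always called active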
GPR55 antagonists = inhibition of LPI-stimulated GPR55 beta-arrestin translocation – imaging, U2OS, beta-arrestin-GFP, LPI agonist, primary screen (AID 2013); hit rate 0.13% among 290,000; inhibition, % at 10 µM; hits with a dose series show IC50 in µM; U2OS GPR55 beta-arrestin-GFP translocation imaging, LPI antagonism; higher % means a stronger effect;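 active means spots per cell inhibited over 60%, with over 100 cells counted and total cytoplasm intensity under 500,000; inconclusive means wells with under 100 cells, flagged as likely toxic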;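 further: U2OS cells stably carrying GPR55 and arrestin-GFP stimulated by 5 µM LPI near EC80; imaged beta-arrestin-GFP aggregate spots per cell after agonist stimulation; plate controls were LPI-stimulated DMSO wells for no effect and DMSO wells without LPI for full effect; some results filed as inactive read as strong as hits; confirmed hits need IC50 under 10 µM and bright autofluorescent wells are also inconclusive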
Myeloid diff MLP = compounds promoting myeloid differentiation; ER-HoxA9 myeloid progenitors, lysozyme-GFP differentiation, flow cytometry; calls only at 10 µM; hit rate 1% among 360,000; AID 624256;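 active means normalized GFP-positive differentiation at or above the plate's own cutoff, the solvent-only control mean plus 3 SD; inconclusive means no clear call, values can overlap the other calls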;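 further: cells exposed to compound for four days before flow analysis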
HIV peptide binding = cell-free HIV fusion peptide-binding blockers – biochemical, uHTS, fluorescence dequenching, primary screen (AID 1986); one-dose inhibition, % at 20 µM; IC50 in µM for titrated hits; hit rate 0.3% among 290,000; cell-free peptide binding, fluorescence dequenching, 30 min; higher % means a stronger effect; in the data active means inhibition mostly above about 52%, no sharp cut-off; inactive means mostly below about 76%; further: some results filed as inactive read as strong as hits
NTR1 ag cell count 20 µM = recorded beside NTR1 ag, whose call it bears; cell count; measured here: cell count, cytotoxicity flag
Myeloid diff MLP GFP+ MAC1+ % = also measured in Myeloid diff MLP; calls as there; GFP+ MAC1+ double positive, %; measured here: differentiation confirmed by MAC1 staining
Starred values were filed as active, the others as inactive; i = inactive; ? = inconclusive; . = no result given; + = active, no number.

SMILES	Siah-1 displacement	Salmonella PhoP GFP	GPR35 arrestin U2OS	NTR1 ag	NTR1 ag cell count 20 µM	LYP inhibition	MgcRacGAP inhibition	GPR55 antagonists	Myeloid diff MLP	Myeloid diff MLP GFP+ MAC1+ %	HIV peptide binding
CCOC(=O)[C@@H]1[C@H]2COc3cc(OC)ccc3[C@@H]2N2C(=O)N(c3ccc(Cl)cc3)C(=O)[C@]12C	.	5%	.	-1.4	80	.	7%	.	i	1.8	.
NC1=NC[C@@H](Cc2ccc(O)cc2)N1CCc1cccc2ccccc12	0%	1%	-1%	-2.1	84	-3%	5%	-18%	i	1.9	-0.9%
Cc1ccc(S(=O)(=O)N2CCN(C)CC2)cc1C	8%	2%	4%	-0.2	62	-7%	15%	0%	i	0.3	2.2%
CS(=O)(=O)c1ccc(N)cc1	0%	0%	10%	-1.1	44	-7%	-1%	15%	i	1.3	-0.2%
CC1(c2nnc(-c3ccc(F)cc3)o2)CC(c2ccc(Cl)cc2)=NO1 (configuration not stated)	3%	3%	1%	4.7	65	-4%	6%	9%	i	1.2	-2.0%
O=C(NCCN1CCOCC1)c1ccc2c(c1)N(Cc1ccccc1F)C(=O)c1ccccc1S2	0%	5%	-6%	-0.3	75	-6%	12%	19%	+	0.8*	2.9%
CCN(CC)C(=O)/C(=C\c1ccc(Br)cc1)NC(=O)c1ccccc1OC	0%	5%	8%	21	53	-5%	10%	34%	i	7.0	0.7%
CC(=O)c1cccc(NS(=O)(=O)c2cc3c(cc2C)NC(=O)CO3)c1	1%	-12%	23%	1.0	57	0%	-6%	10%	i	0.5	2.1%
Cc1ccc(NC(=O)CCn2cccc2)cc1C	0%	12%	12%	0.3	70	-3%	4%	-7%	i	0.6	-1.1%
COc1ccc(CCNC(=O)CS(=O)Cc2nc(-c3cccs3)oc2C)cc1OC (configuration not stated)	3%	-5%	12%	-0.7	84	6%	8%	4%	i	0.5	1.9%
O=C(Nc1ccc(F)cc1Cl)C1=COCCO1	.	-3%	.	2.1	62	.	-3%	.	i	1.6	.
CCOC(=O)c1sc(NC(=O)CCCCl)nc1C	3%	3%	5%	-1.3	42	-8%	4%	-21%	i	0.6	0.3%
Cc1cc(C)nc(CCNC(=O)c2cc(COc3c(F)cccc3F)on2)n1	16%	-7%	0%	1.1	82	-4%	2%	-2%	i	0.7	-0.9%
CN(C)c1nc(NCc2ccccc2)nc(N/N=C/c2cccc(Br)c2)n1	4%	0%	9%	6.4	40	1%	2%	5%	i	0.2	0.4%
COC(=O)c1cc(=O)c2ccc(OC)cc2o1	4%	.	23%	.	.	-2%	-3%	4%	i	4.4	4.4%
Cc1ccc(Oc2nc3ccccc3n3c(C)nnc23)c(C)c1	3%	-10%	8%	-0.5	83	-2%	9%	0%	i	0.4	-1.6%
O=C(Nc1cccc(-c2csc(Nc3cccc(C(F)(F)F)c3)n2)c1)c1ccccc1	1%	6%	0%	11	69	-1%	0%	16%	i	1.0	4.5%
O=C(Nc1ccc(-c2nc3ccccc3[nH]2)cc1)c1ccco1	0%	-10%	15%	1.8	47	5%	4%	7%	i	1.7	1.2%
CCCc1cc(=O)[nH]c(SCCOc2ccc(Cl)cc2)n1	6%	-10%	27%	2.6	43	-7%	7%	0%	i	0.4	-2.2%
O=C(N/N=C/c1ccc([N+](=O)[O-])cc1)C(=O)N1CCCC1	-2%	3%	2%	-0.6	47	-9%	-11%	13%	i	0.2	-0.8%
O=C(CN1CCCCCC1)N1c2ccccc2C=Cc2ccccc21	4%	4%	0%	0.4	89	0%	5%	-5%	i	1.6	-1.5%
COc1ccc(N2CCC(CNC(=S)Nc3cc(C)cc(C)c3)C2)cc1 (configuration not stated)	-2%	0%	8%	1.6	44	4%	108µM*	-1%	i	0.8	-2.6%
Cc1cc(C)cc(OCC(=O)N/N=C\c2cn(C)nc2C)c1	6%	6%	9%	0.4	44	76%*	10%	-1%	i	0.1	-1.4%
COc1ccc(NC(=O)Cc2nnc(SCC(=O)NC3CCCC3)n2C)cc1	-3%	3%	4%	-0.2	48	-4%	5%	2%	i	1.0	1.0%
O=C1C(Cc2ccccc2)Nc2ncnc(N3CCCCC3)c2N1Cc1ccc(Cl)cc1 (configuration not stated)	.	11%	.	2.1	107	.	8%	.	i	2.2	.
CC(C)(C)c1cc2nc(N)nc(N)n2n1	0%	0%	-5%	0.2	60	-2%	1%	3%	i	0.3	-0.5%
CC(=O)c1cccc(NC(=O)N2CCCC2C(=O)NCc2ccc(F)cc2)c1 (configuration not stated)	0%	14%	-9%	-0.6	57	-6%	2%	-11%	i	0.4	-0.1%
O=C(CCCOc1ccc(Cl)cc1)NCCc1ccccc1	15%	-3%	-3%	-0.3	55	-6%	6%	5%	i	0.4	-0.6%
Cc1cccc(S(=O)(=O)NCC2CCCO2)c1 (configuration not stated)	1%	4%	8%	-4.0	85	1%	5%	-8%	i	0.1	-1.2%
O=C(Cn1c(=O)oc2cc(S(=O)(=O)N3CCCCC3)ccc21)N1CCc2ccccc21	0%	-3%	-7%	5.5	75	2%	9%	-1%	i	1.9	-1.4%
CC(=O)Nc1ccccc1NC(=O)c1cc(C)ccc1C	6%	3%	-7%	1.1	68	-10%	4%	9%	i	0.3	2.0%
CC(=O)c1cccc(N(CC(=O)N2CCCCC2)S(C)(=O)=O)c1	0%	1%	-2%	-1.9	64	1%	5%	12%	i	0.6	-1.6%
Cc1ccc(C)c(C(=O)CN2C(=O)NC3(CCC(C)CC3)C2=O)c1 (configuration not stated)	2%	0%	9%	3.3	61	4%	5%	6%	i	0.3	2.8%
CC(C)Cn1nc(NS(=O)(=O)c2ccccc2)c2cc3ccccc3nc21	0%	2%	1%	-1.5	62	-4%	4%	7%	i	1.4	5.0%
CN(Cc1ccccc1)C(=O)c1[nH]cnc1C(=O)NCC(=O)OCc1ccccc1	8%	3%	26%	-0.8	55	-10%	3%	2%	i	1.6	1.1%
O=C(O)c1cnn(-c2nc(-c3cccc([N+](=O)[O-])c3)cs2)c1C(F)(F)F	-3%	17%	4%	1.8	75	-10%	.	-1%	i	1.1	4.6%
CCCCc1ccc(NC(=S)NCCN2CCOCC2)cc1	5%	-2%	-9%	-0.7	61	-2%	7%	18%	i	0.3	0.6%
Cc1cccc(NC(=S)NC2CCN(Cc3ccccc3)CC2)c1C	0%	1%	8%	0.2	40	-2%	3%	17%	i	0.7	-2.8%
Cc1ccc(S(=O)(=O)N2[C@@H](c3ccc(Cl)cc3)C(C(=O)O)=CC[C@H]2c2cccc(Cl)c2)cc1	.	-6%	.	2.0	95	.	-5%	.	i	1.8	.
O=C(CN1CCCC1)Nc1ccccc1Sc1ccccc1	1%	-6%	1%	0.5	51	-6%	4%	4%	i	0.4	-0.6%
NS(=O)(=O)c1ccc(N=Nc2c(O)ccc3ccccc23)cc1	3%	8%	-9%	1.8	57	-3%	5%	9%	?	.	-2.2%
CCn1c2ccccc2c2cc(NC(=O)COc3ccccc3OC)ccc21	2%	6%	4%	8.5	54	-1%	6%	-2%	?	.	0.6%
CN1CCC(=NNC(=O)CN(c2cccc(Cl)c2)S(C)(=O)=O)CC1	-6%	5%	1%	-0.5	85	-8%	8%	5%	i	0.3	-0.2%
O=C(NNC(=O)c1cccs1)c1ccc2ccccc2c1	6%	-8%	-6%	0.4	60	4%	2%	3%	i	0.6	0.1%
N#C/C(C(N)=O)=c1/ccc2c(c1)N1C3=C(CCCC3)CC3CCCCC31N=2 (configuration not stated)	3%	-1%	3%	7.7	43	-6%	.	-20%	.	.	-3.2%
COc1cc(CNCCO)cc(Br)c1OCc1ccccc1Cl	0%	9%	0%	12	61	-2%	7%	13%	i	4.9	-1.1%
O=C(COC(=O)CCC(=O)c1cccs1)Nc1cc(S(=O)(=O)N2CCOCC2)ccc1Cl	-3%	11%	-6%	1.1	70	-9%	6%	-8%	i	0.7	-1.7%
COc1ccc(S(=O)(=O)NCC2CCC(C(=O)O)CC2)cc1 (configuration not stated)	4%	-6%	0%	0.7	48	-4%	7%	11%	i	0.5	1.2%
CNc1nc(-c2c(C)n(C)c3ccc(OC)cc23)cs1	-4%	24%	2%	-0.2	91	-10%	.	-1%	i	0.9	-0.7%
COc1ccc(CN2CC(=O)N(c3cc(Cl)ccc3C)C2=S)cc1OC	3%	-1%	14%	4.9	98	1%	11%	0%	i	0.8	-1.2%

Next section.
SMILES	Siah-1 displacement	Salmonella PhoP GFP	GPR35 arrestin U2OS	NTR1 ag	NTR1 ag cell count 20 µM	LYP inhibition	MgcRacGAP inhibition	GPR55 antagonists	Myeloid diff MLP	Myeloid diff MLP GFP+ MAC1+ %	HIV peptide binding
Cc1cc(C)cc(-n2c3nc4ccccc4nc3c3c(=O)n(Cc4ccco4)cnc32)c1	14%	-2%	-5%	17	48	12%	53%	12%	i	1.3	33%
Cc1ccc(CSc2ncnc3onc(C)c23)cc1	1%	1%	5%	0.4	37	-3%	-2%	-14%	i	0.7	-1.2%
Cc1ccc(CNC(=O)c2ccc(N3CCC4(CC3)CC(c3cccc(Br)c3)=NO4)c(NC(=O)c3cccc(C)c3)c2)cc1	.	15%	.	5.1	86	.	16%	.	i	0.1	.
Cc1ccc(/C=N/NC(=O)c2sccc2OCc2ccc(F)cc2)cc1	-2%	13%	32%	12	57	6%	10%	-7%	.	.	-0.6%
O=C(OCC(=O)N1CCCC1=O)c1cccc(S(=O)(=O)N2CCOCC2)c1	-2%	-1%	-1%	0.0	52	-9%	-3%	?	i	1.2	-0.6%
Cc1ccc2nc(-c3ccc(N4C(=N)SC5CS(=O)(=O)CC54)cc3)sc2c1 (configuration not stated)	-8%	-8%	-2%	-2.1	53	-4%	9%	3%	i	1.1	-0.7%
Cc1ccc(CSc2nc3ccncc3n2CC(=O)Nc2cc(C)cc(C)c2)cc1	2%	6%	1%	3.2	48	3%	3%	-14%	i	5.4	3.6%
O=C(NC1(C(F)(F)F)NC(=O)N(Cc2ccccc2)C1=O)c1cccnc1 (configuration not stated)	0%	15%	2%	-1.8	32	-7%	7%	-9%	i	0.8	0.0%
Cc1cc(C(=O)Cn2cnc3ccccc3c2=O)c(C)n1C1CC1	.	-3%	.	-1.1	52	.	3%	.	i	0.5	.
Cc1nn2c(NCCN(C)C)c3c(nc2c1-c1ccccc1)CCC3	-5%	-4%	1%	-0.1	46	2%	-6%	8%	i	0.4	0.3%

Compound activity deposited in PubChem by several laboratories.
